G9a block: G9a (human) methyltransferase inhibition; Q96KQ7; G9a H3K9 monomethylation, AlphaScreen, 2 h; Potency, µM (series often up to 102 µM), inactives show top-dose activity, negative = inhibition, most hits filed as inhibitors; 350,000 compounds, 8.8% hits; further: potency means the concentration at half of the fitted maximal effect; on the % scale 0 is the no-effect control and ±100 the full control effect; nearly all actives have a fitted effect of over 75% in size
Target sequence (Q96KQ7 913-1193 limits assumed): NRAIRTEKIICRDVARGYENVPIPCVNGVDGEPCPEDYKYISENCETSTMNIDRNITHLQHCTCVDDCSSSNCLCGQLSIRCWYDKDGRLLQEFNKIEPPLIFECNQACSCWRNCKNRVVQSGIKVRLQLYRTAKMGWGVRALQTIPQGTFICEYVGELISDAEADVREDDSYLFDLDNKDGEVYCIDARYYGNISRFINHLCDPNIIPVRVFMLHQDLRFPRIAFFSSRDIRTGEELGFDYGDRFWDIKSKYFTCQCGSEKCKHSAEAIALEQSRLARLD
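AlphaScreen detection with an anti-monomethyl H3K9 antibody quantified product after a 2 h room-temperature reaction containing 500 nM biotinylated H3K9 peptide, 20 µM SAM and 20 nM enzyme, which had been preincubated 15 min with compound.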
ERG Ets-DNA blk: blocks human ERG Ets domain binding to DNA. fluorescence polarization, His-ERG Ets domain / labelled DNA. 370,000 compounds, 0.028% hits. Potency, µM (titrated, usually from 76.9 µM), for inactives: at the highest dose FP activity, negative = inhibition, actives largely listed as inhibitors. P11308; active means well fitted inhibition curve with a large enough effect in the polarisation, with a control signal flat; inconclusive means small, poorly fitted or top-dose-only effect, or effect the other way, or a change in a side signal; inactive means no such curve, though single readings can be large or run the other way; the % refers to the polarisation;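 further: polarization taken with two DNA probes labelled with fluorescein and Texas red; potency means the concentration at half of the fitted maximal effect; % of control where 0% means no effect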
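His-tagged ERG Ets domain (1 uM in the protein solution; 300mM KCl, 50mM Tris-HCl, 1mM EDTA, 1mM DTT, pH 7.5) received compound, then a probe mix of 5 nM fluorescein-DNA and 100nM Texas-615-DNA. Fluorescence polarization was read for both dyes.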
Tb PGK inh: inhibitors of T. brucei phosphoglycerate kinase; P07378; PGK/GAPDH coupled, Kinase-Glo luminescence, 60 min; Potency, µM (top dose mostly 57.5 µM), inactives show at the highest dose activity change, negative = inhibition, most hits filed as inhibitors; 380,000 compounds, 0.043% hits; AID 602233; further: potency means the concentration at half of the fitted maximal effect; on the % scale 0 is the no-effect control and ±100 the full control effect; nearly all actives have a fitted effect of over 60% in size
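Luminescent ATP detection (Kinase-Glo Plus) follows a 60-minute room-temperature incubation, with wells lacking PGK as controls. Buffer: 100 mM TEA (pH 7.6), 5 mM MgCl2, 0.01% Tween-20. Coupling enzyme GAPDH (100 nM final) supplies unstable 1,3-BPG in-well.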
Pin1 inhibitor: human Pin1 inhibition; AID 504891; Pin1 FP peptide displacement, HiFluor488, 10 min; Potency, µM (doses to about 115 µM), for the others: at the highest dose activity, negative = inhibition, hits mostly inhibitors; 390,000 compounds, 0.009% hits; Q13526; active means well fitted inhibition curve with a large enough effect in the polarisation, with a control signal flat, not every such curve was filed as active; inconclusive means small, poorly fitted or top-dose-only effect, or effect the other way, or a change in a side signal; inactive means no such curve, though single readings can be large or run the other way; the % refers to the polarisation; further: potency means the concentration at half of the fitted maximal effect; on the % scale 0 is the no-effect control and ±100 the full control effect
GLS inhibitor: inhibitors of human glutaminase (GLS); GLS enzymatic activity, qHTS titration; 410,000 compounds, 0.21% hits; Potency, µM (titrated, usually from 45.5 µM), without a hit: at the top dose activity change, negative = inhibition, usual class: inhibitors; further: potency means the concentration at half of the fitted maximal effect; on the % scale 0 is the no-effect control and ±100 the full control effect
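Compounds were pin-transferred onto hKGA, after which L-glutamine (1 mM solution) and a detection mix of glutamate oxidase, HRP and Amplex Red were added. Initial and 30 min RT fluorescence reads were collected.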
HP1b binding inh: HP1-beta chromodomain-methylated histone interaction inhibition. P83916. AlphaScreen HP1-beta / biotin-H3K9me3 peptide binding. Potency, µM (highest dose often 114 µM), for inactives: at the top dose activity change, negative = inhibition, hits mostly inhibitors. 390,000 compounds, 0.56% hits. AID 540317; further: potency means the concentration at half of the fitted maximal effect; nearly all actives have a fitted effect of over 70% in size; inactives centre near 23
Target sequence (P83916 whole entry, looked up): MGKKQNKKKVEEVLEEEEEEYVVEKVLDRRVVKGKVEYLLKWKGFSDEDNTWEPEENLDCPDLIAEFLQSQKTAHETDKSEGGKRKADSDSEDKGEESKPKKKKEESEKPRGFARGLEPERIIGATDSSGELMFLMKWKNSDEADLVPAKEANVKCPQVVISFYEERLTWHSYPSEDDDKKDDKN
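HP1-beta protein (50 nM final) preincubated 30 min at room temperature with biotinylated H3(1-18)K9me3 peptide (50 nM) in PBS pH 7.4, 0.01% Tween-20, then compound added for 30 min. AlphaScreen streptavidin donor/nickel chelate acceptor beads (10 ug/mL final), 30 min dark, luminescence read.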
PI4K2A block: PI4K2A (human) kinase inhibition; AID 1346378; 420,000 compounds, 0.13% hits; purified PI4K2A, ADP-Glo luminescence, 1 h; active compounds read low; activity change, negative = inhibition, % at 76.9 µM; in the data active means activity change below about -50%; inconclusive means mostly about -30% to -49%;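 further: -100% = wells without enzyme as full effect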
Target sequence (Q9BTU6 whole entry, looked up): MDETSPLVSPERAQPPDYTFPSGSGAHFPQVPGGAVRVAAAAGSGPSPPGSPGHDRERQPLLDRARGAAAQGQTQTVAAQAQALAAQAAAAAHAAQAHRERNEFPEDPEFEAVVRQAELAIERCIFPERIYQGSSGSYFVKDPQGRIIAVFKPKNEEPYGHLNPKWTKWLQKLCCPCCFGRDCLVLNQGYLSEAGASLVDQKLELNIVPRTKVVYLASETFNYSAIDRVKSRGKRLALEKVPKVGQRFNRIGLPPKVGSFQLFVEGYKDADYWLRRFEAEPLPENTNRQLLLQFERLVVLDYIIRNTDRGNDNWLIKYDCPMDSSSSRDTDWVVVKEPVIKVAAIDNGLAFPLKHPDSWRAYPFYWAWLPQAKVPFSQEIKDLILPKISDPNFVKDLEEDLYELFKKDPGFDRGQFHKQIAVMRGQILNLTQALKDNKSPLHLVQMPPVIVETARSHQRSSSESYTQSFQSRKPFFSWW
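ADP-Glo luminescence measured ADP generated by PI4K2A enzyme (4 ug/mL before mixing) with 1.2 mM PI substrate (pre-mix) and 300 microM ATP (pre-mix). Tris pH7.5 buffer with MgCl2, Triton X-100; 1 h reaction at ambient temperature.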
JMJD2A Tudor inh: JMJD2A Tudor domain (human) inhibition | O75164 | AlphaScreen JMJD2A-Tudor / H3K4me3 peptide binding | Potency, µM (doses to about 114 µM), for the others: at the top dose activity change, negative = inhibition, most hits filed as inhibitors | 390,000 compounds, 4.4% hits; further: potency means the concentration at half of the fitted maximal effect; on the % scale 0 is the no-effect control and ±100 the full control effect; nearly all actives have a fitted effect of over 50% in size
BAZ2B inh: BAZ2B (human) inhibition; Q9UIF8; AlphaScreen BAZ2B-H3K14Ac peptide displacement; Potency, µM (titrated, usually from 114 µM), without a hit: at the top dose activity change, negative = inhibition, actives largely listed as inhibitors; 360,000 compounds, 4.4% hits; AID 504333; further: potency means the concentration at half of the fitted maximal effect; on the % scale 0 is the no-effect control and ±100 the full control effect; nearly all actives have a fitted effect of over 60% in size
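Complex of BAZ2B and biotin-H3K14Ac (50 nM apiece) forms over 30 min at RT, then faces library compounds up to 110 uM for another 30 min; AlphaScreen beads added, 20 min dark incubation, luminescence read.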
* = called active by the depositor; i = inactive; ? = inconclusive; / = not tested or not shown; [ ] = another dose, or the depositor's remark. Unless noted, the call rests on the fitted dose curve; in most records, active means well fitted curve in the direction sought with a large enough effect; inconclusive means small, poorly fitted or top-dose-only effect, or another doubt; inactive means no such curve, though single readings can be large; an effect the other way counts as inactive or inconclusive. Rows are unselected; any-hit rate near 11%.

Value order: G9a block	ERG Ets-DNA blk	Tb PGK inh	Pin1 inhibitor	GLS inhibitor	HP1b binding inh	PI4K2A block	JMJD2A Tudor inh	BAZ2B inh
- CC(C)(C)C(=O)NC(=S)Nc1ccccc1C(=O)Nc1ccccc1
 : 20%[0.501 µM]	/	-14%	0%	30%[activator]	5%	-2	-19%	-1%
- O=C(COC(=O)C1(c2ccccc2F)CCCC1)NCc1ccc2c(c1)OCO2
 : 16%[59 µM]	2%	-4%	1%	6%	35%	-2	-8%	2%
- Cc1cc2ncn(-c3ncnc4sc5c(c34)CCC(C)C5)c2cc1C (centres undefined)
 : 8%[59 µM]	-8%	-8%	1%	3%	21%	-7	-6%	10%
- COc1ccc(NC(=O)c2cc(S(=O)(=O)N3CCCCC3)ccc2C)cc1S(=O)(=O)N1CCOCC1
 : /	6%	0%	1%	-2%	2%	-7	-8%	/
- C[C@@H]1CCC[C@@]2(O[C@H](CCO)C[C@@H](O)[C@@H]2O)O1
 : -7%	-2%	1%	-10%	1%	43%[activator]	-1	-3%	-1%
- O=C(Nc1ccc2nc(SCC(=O)N3CCc4ccccc43)sc2c1)c1ccccc1
 : -45%[59 µM]	-1%	-5%	41%[activator]	-12%	17%	-2	-17%	-14%
- COc1ccc(NC(=S)N2CCC(N(C)CCN3CCOCC3)CC2)cc1Cl
 : -6%[59 µM]	-6%	-11%	2%	13%	23%	3	-13%	7%
- Cc1ccc(NC(=O)c2csc(-c3ccccc3)c2C)cc1
 : 9%[59 µM]	7%	-18%	0%	-5%	17%	-23	-14%	0%
- Cc1cccc(CNc2ncnc3ccc(-c4ccc5c(c4)OCO5)cc23)c1
 : 7%[12.7 µM]	/	-9%	1%	2%	5%	5	?	-10%
- CCOC(=O)C1CCCN(C2=NC(=O)/C(=C/c3ccc(OC)cc3)S2)C1 (centres undefined)
 : -5%	-4%	-5%	?	-4%	17%	0	-15%	2%
- COC(=O)[C@H](Cc1ccccc1)N(C)S(=O)(=O)c1cccc(S(=O)(=O)N(C)[C@@H](Cc2ccccc2)C(=O)OC)c1
 : 23%	-5%	0%	3%	-1%	33%[activator]	1	-2%	?
- CCc1c(C)nc2ncnn2c1NCCc1ccccc1
 : 18%[59 µM]	5%	-1%	-6%	-9%	59%[activator]	1	-10%[57.1 µM]	-1%
- COc1ccc(N=C2C(=O)N3c4c(cccc42)C(C)=CC3(C)C)cc1
 : 10µM*	1%	-5%	-3%	8%	28µM*	13	14µM*	35µM*
- Cc1ccc2sc(N(CCCN(C)C)C(=O)c3ccc(S(=O)(=O)N4CCCCCC4)cc3)nc2c1C
 : 50µM*	1%	0%	-3%	4%	-21%	1	?	?
- Cc1cccc(NS(=O)(=O)c2coc(C(N)=O)c2)c1C
 : -3%	14%	-11%	1%	-5%	32%	-3	-8%	-2%
- COCCN1C(=O)N[C@@H](c2cccs2)C(C(=O)OC)=C1C
 : 16%	1%	3%	5%	9%	23%	-4	-3%	6%
- O=C(Nc1nc2ccc(S(=O)(=O)N3CCCC3)cc2s1)C1CCCCC1
 : ?	-1%	1%	-2%	14%	23%	0	-15%	26%
- OCCC1CN(CCCc2ccccc2)CCN1Cc1ccccc1 (centres undefined)
 : /	7%	-6%	0%	20%	-8%	1	-18%	-6%
- CCN(CC)S(=O)(=O)c1ccc(Cl)c(NC(=O)COC(=O)C2CCCCC2)c1
 : 18%[59 µM]	8%	-4%	2%	-5%	54%[activator]	-1	1%	3%
- Cc1ccccc1-c1nc(CN2CCC(C(=O)NC3CC3)CC2)c(C)o1
 : 7%	10%	6%	6%	-2%	33%	0	2%	4%
- CCN1CC(CN(C)Cc2nc(-c3ccc(C(F)(F)F)cc3)oc2C)CC1=O (centres undefined)
 : /	-3%	-4%	4%	-12%	25%	4	-16%	5%
- COc1ccc(N2CCN(CCCNC(=O)Cn3c(=O)c4cccn4c4ccccc43)CC2)cc1
 : 40µM*	2%	-3%	-1%	45%[activator]	?	-3	-35%	?
- O=C(Nc1cccc(S(=O)(=O)N2CCOCC2)c1)C1CCCC1
 : 0%[12.7 µM]	-8%	4%	1%	2%	31%	4	-7%	-3%
- c1ccc2c(C3CCO3)cccc2c1 (centres undefined)
 : -2%[0.501 µM]	9%	-1%	0%	-4%	60%[activator]	-2	-2%	-5%
- Cc1cc(C)n(CC(C)NC(=O)c2cc(COc3c(F)cccc3F)on2)n1 (centres undefined)
 : /	-5%	-5%	5%	-24%	-23%	0	?	9%
- CC(=O)Nc1nc(S(=O)(=O)c2ccc(C)cc2)c(Cl)s1
 : ?	-3%	-4%	3%	-3%	33%	0	-9%	5%
- Cn1nnnc1SCC(=O)N1c2ccccc2CCc2ccccc21
 : -23%[59 µM]	3%	i	1%	0%	10%	2	?	0%
- O=C(Nc1cccc(F)c1)NC1CCCCCCC1
 : 76%[activator]	-9%	i	4%	-2%	48%[activator]	-2	12%	10%
- Cc1ccc(Cn2c(N3CCN(C)CC3)nc3c2c(=O)[nH]c(=O)n3C)cc1
 : /	1%	-9%	6%	11%	20%	-2	3%	?
- Cc1ccc(OCCCC(=O)Nc2sc3c(c2C(N)=O)CCCC3)cc1
 : ?	3%	-3%	7%	-3%	-4%	0	-24%	-4%

Exported with tabs: entries from further up
molecule	G9a block	ERG Ets-DNA blk	Tb PGK inh	Pin1 inhibitor	GLS inhibitor	HP1b binding inh	PI4K2A block	JMJD2A Tudor inh	BAZ2B inh
O=C(Nc1nc2ccc(S(=O)(=O)N3CCCC3)cc2s1)C1CCCCC1	?	-1%	1%	-2%	14%	23%	0	-15%	26%
OCCC1CN(CCCc2ccccc2)CCN1Cc1ccccc1 (centres undefined)	/	7%	-6%	0%	20%	-8%	1	-18%	-6%

Further compounds.
Value order: G9a block	ERG Ets-DNA blk	Tb PGK inh	Pin1 inhibitor	GLS inhibitor	HP1b binding inh	PI4K2A block	JMJD2A Tudor inh	BAZ2B inh
- CC(=O)NNC(=O)CC(=O)Nc1nc(C23CC4CC(CC(C4)C2)C3)cs1
 : -8%[59 µM]	-3%	-2%	-6%	1%	29%	2	-18%	4%
- O=C(CSCc1n[nH]c(=O)[nH]1)NCCOc1cccc(Oc2ccccc2)c1
 : ?	-18%	-3%	3%	-2%	21%	6	3%	5%
- CCOC(=O)C[n+]1c(C)sc2ccc(OC)cc21
 : 1.3µM*	13%	-14%	2%	31%[activator]	?	?	50µM*	?
- O=C(O)CSCC(=O)Nc1ccc(S(=O)(=O)N2CCCCC2)cc1
 : 10%[2.33 µM]	5%	-5%	5%	0%	36%	-1	7%	-2%
- Cc1ccc(/C=C2/N=C(c3ccccc3)NNC2=O)cc1
 : 14µM*	24%	6%	-6%	1%	12%	4	-34%	-20%
- CN(Cc1ccccc1)S(=O)(=O)c1cccc2cccnc12
 : 12%	3%	-1%	5%	-13%	84%[activator]	-2	12%	-3%
- CNc1nc(NCc2ccccc2)c2ccccc2n1
 : -10%	-1%	2%	-5%	0%	41%[activator]	-7	-12%	0%
- Cc1cccc(NS(=O)(=O)c2ccc(Oc3ccccc3)cc2)n1
 : ?	-1%	-2%	?	-20%	-16%	-5	-8%[57.1 µM]	7%
- COc1ccc(CNC(=O)CSCc2c(F)cccc2Cl)cc1
 : 7%	-6%	0%	1%	-13%	53%[activator]	4	1%	12%
- COC(=O)C1=C(C)N(C)C(=O)NC1c1ccc([N+](=O)[O-])o1 (centres undefined)
 : -3%	6%	/	-8%	-12%	6%	5	-32%	-13%
- CCCCCOC(=O)C1=C(C)NC(=O)NC1c1ccccc1 (centres undefined)
 : 18%[59 µM]	-3%	-8%	-4%	1%	42%[activator]	-3	1%	-30%
- Cc1c(OC(C)C(=O)NCCN2CCOCC2)ccc2c(-c3ccccc3)cc(=O)oc12 (centres undefined)
 : -12%	1%	-10%	16%	3%	35%	4	-5%	-25%
- COc1ccc(CNC(=O)c2cc3ccccc3oc2=O)cc1
 : 18%	4%	-4%	-14%	-2%	21%	0	-3%	7%
- COC(=O)C1=C(C)N(CCc2ccc(OC)c(OC)c2)C(=O)/C1=C\c1ccc(O)cc1
 : 10µM*	1%	i	1%	-2%	-13%	-2	?	?
- CCOC(=O)N1CCN(C(=O)c2ccc(N3C(=O)c4ccccc4C3=O)cc2)CC1
 : -6%[59 µM]	-5%	-4%	0%	2%	12%	2	-21%	2%
- Cn1nc([N+](=O)[O-])nc1Oc1ccc2ccccc2c1
 : 8%	-4%	3%	1%	3%	26%	6	-2%	-4%
- CCC(Oc1ccccc1)C(=O)Nc1cc(C)on1 (centres undefined)
 : -14%[59 µM]	2%	-1%	2%	-1%	19%	-2	-6%	-4%
- COc1cccc2c(C)cc3nnc(SCC(=O)Nc4ccc(C)cc4)n3c12
 : -3%[59 µM]	-4%	5%	13%	6%	27%	-4	-17%	-9%
- COCCNc1nc(C(C)(C)C)nc2c1nnn2Cc1ccccc1Cl
 : -41%[12.7 µM]	-8%	-6%	-6%	-5%	35%[activator]	9	1%	-1%
- COC(=O)c1ccc(CSc2ccc3nnc(-c4cccc(F)c4)n3n2)o1
 : 18µM*	9%	-8%	2%	-19%	?	-5	89µM*	-2%
- COC(=O)c1ccc(OCC2c3cc(OC)c(OC)cc3CCN2C(=O)c2ccccc2C)cc1 (centres undefined)
 : -9%[59 µM]	2%	1%	4%	-5%	-27%	-15	?	?
- CCN(C(=O)CSc1ncn[nH]1)c1c(N)n(Cc2ccccc2)c(=O)[nH]c1=O
 : ?	2%	0%	2%	-9%	14%	-2	-3%	8%
